Source: PubChem (several laboratories)
MEP2-GFP yeast: yeast TOR pathway MEP2-GFP modulation; S. cerevisiae MEP2-GFP strain, flow cytometry GFP, 3 h; 100% = DMSO control level; GFP response vs DMSO, % at 10 µM; 0.51% of 330,000 active;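 active = GFP response versus DMSO above a set limit, roughly screen mean plus 3 SD, cut at about 180% in these data; inconclusive = fewer than 70 cells counted for a yeast strain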;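 note: median GFP fluorescence of the barcode-gated MEP2-GFP cells per well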
proCasp7 act: counter-screen for procaspase-3 activators: activators of human procaspase-7. recombinant procaspase-7, Ac-DEVD-pNA absorbance 405 nm; D23A/D198A/D206A triple mutant, cannot self-cleave; scale: DMSO 0, 5 µM enzyme 100. activation, % at 8.5 µM. 0.093% of 330,000 active;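 active = percent activation above the screen-wide mean plus 3 SD, cut at about 25% in these data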
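Assay system: Uncleavable procaspase-7 mutant enzyme / Input: 2 µM procaspase-7 mutant as dispensed / Dosing: single nominal 8.5 µM compound dose, 0.8% DMSO final / Timing: 1 h enzyme–compound preincubation and 2 h substrate reaction, both 25 °C / Detection: p-Nitroaniline absorbance at 405 nm, read at 0 and 120 min / Replication: singlicate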
LAP4 TOR yeast: yeast TOR pathway LAP4-GFP modulation; GFP response vs DMSO, % at 10 µM; AID 2023; 0.34% of 320,000 active; S. cerevisiae LAP4-GFP multiplex, flow cytometry GFP, 3 h; median GFP as percent of DMSO wells;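 active = GFP response vs DMSO above a set limit, about the screen mean plus 3 SD, cut at about 150% in these data; inconclusive = under 70 cell events counted for the yeast strain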
AHR act: activators of human aryl hydrocarbon receptor; P35869; AHR-responsive luciferase reporter cells, luminescence; activation, % at 5 µM; 2.5% of 320,000 active; in the data active = activation above about 47%;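 note: 0% = vehicle wells and 100% = reference agonist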
RPL19A-GFP yeast: yeast TOR pathway RPL19A-GFP modulation; 0.3% of 330,000 active; S. cerevisiae RPL19A-GFP strain, flow cytometry, 3 h; active compounds read low; AID 2025; percent response vs DMSO, % at 10 µM;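 active = percent response vs DMSO below 50%; inconclusive = fewer than 70 events counted for the yeast strain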;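 note: median channel GFP fluorescence of the barcoded RPL19A-GFP strain; ratio of sample median GFP to plate DMSO average so 100% = DMSO; lower means less RPL19A-GFP as with rapamycin TOR inhibition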
EBNA-1 inhibitor: blocks EBNA-1 binding to DNA; EBNA-1 DNA binding, fluorescence polarization; inhibition, % at 14.8 µM; 0.34% of 300,000 active; AID 1950; in the data active = inhibition above about 28%
ZTA counter: blocks Epstein-Barr virus ZTA, an EBNA-1 counter-screen; 0.15% of 320,000 active; AID 2234; P03206; inhibition, % at 11 µM; ZTA-DNA binding, fluorescence polarization; in the data active = inhibition above about 33%
procasp3 activ: procaspase-3 (human) activation | recombinant procaspase-3 D3A, Ac-DEVD-pNA absorbance 405 nm | activation, % at 8.5 µM | 0.11% of 330,000 active | AID 463141;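 active = activation above the mean of all tested compounds plus 3 SD, cut at about 21% in these data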;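 note: 0% = DMSO alone and 100% = DMSO wells spiked with extra 5 µM PC-3 D3A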
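material = Procaspase-3 D3A mutant | probe or stimulus = Ac-DEVD-pNA | compound = single dose, 8.5 µM nominal compound, 0.8% DMSO | timing = 1 h preincubation, 2 h reaction | measured by = 405 nm absorbance of p-nitroaniline, reads at 0 and 120 min | benchmarks = DMSO-only low control, 5 µM PC-3 D3A high control | repeats = singlicate, each compound tested once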
* hit, by the source's call; ? = inconclusive; / = not tested or not shown; [ ] = another dose, or the depositor's remark.

SMILES	MEP2-GFP yeast	proCasp7 act	LAP4 TOR yeast	AHR act	RPL19A-GFP yeast	EBNA-1 inhibitor	ZTA counter	procasp3 activ
CCOC(=O)/C(=C/c1c(C)n(C)c2ccc([N+](=O)[O-])cc12)C(C)=O	99	-3	98	3	108	-9	-3	9
C[C@@H]1O[C@@H](OC[C@H]2O[C@@H](Oc3c(-c4ccc(O)cc4)oc4cc(O)cc(O)c4c3=O)[C@H](O)[C@@H](O)[C@@H]2O)[C@H](O)[C@H](O)[C@H]1O	105	-11	96	2	94	-4	8	9
CSc1cc(C)c(OCC(=O)Nc2c(C)nn(C)c2C)c(C)c1	104	-5	91	10	103	-5	2	3
C[C@H](CO)N1C[C@H](C)[C@@H](CN(C)C(=O)Nc2ccccc2)Oc2c(NC(=O)C3CCCCC3)cccc2C1=O	93	3	100	2	98	/	/	6
CC(C)[C@H](NC(=O)c1ccc(F)cc1)C(=O)NC1=NCCS1	96	-3	99	1	96	-1	6	2
CC(C)(C)NC(=O)Cn1nnc(-c2ccc(S(C)(=O)=O)cc2)n1	105	16	110	-2	98	9	6	-1
CC1CCN(CC(=O)NCc2ccco2)CC1	103	7	101	1	98	0	3	-12
O=[N+]([O-])c1ccc2nonc2c1Nc1cccc(F)c1	123	-2	101	0	117	2	-10	5
O=C(Nc1cc(Cl)cc(Cl)c1)C(NCC1CCCO1)c1ccccc1 (stereo unspecified)	106	6	87	10	101	-7	-13	12
Cn1c(-c2ccc(F)cc2)cnc1SCC(=O)NNC(=O)Cc1ccccc1	95	0	97	3	96	-13	-6	-1
CCCCN(CCCC)CCC(O)c1cc2c(Cl)cc(Cl)cc2c2cc(C(F)(F)F)ccc12 (stereo unspecified)	100	-7	109	-1	100	-2	4	5
Fc1ccc(OCCOCCN2CCNCC2)cc1	105	7	91	-1	97	8	-1	-5
COc1ccc(C(=O)Nc2nc(CC(=O)NCCc3ccccc3)cs2)cc1	101	-14	95	48*	102	-12	5	-15
CC(C)(C)c1cc(C(=O)N/N=C/c2ccc(F)cc2)n(-c2ccccc2)n1	98	3	91	2	94	-6	0	0
Nc1ccc2[nH]ncc2c1	95	0	108	1	99	8	-2	2
S=C(NCc1ccc(Cl)cc1)NN1CCOCC1	100	9	102	-2	109	-3	12	10
COc1cc(/C=C/C(=O)OC(C)C(=O)Nc2c(C)n(C)n(-c3ccccc3)c2=O)ccc1OCC#N (stereo unspecified)	98	-3	97	21	98	-7	-13	9
COc1cccc(-n2nnnc2SCC(=O)Nc2cccc(NC(C)=O)c2)c1	98	-1	96	30	95	-14	-2	1
CC(O)CNCCOc1ccccc1-c1ccccc1 (stereo unspecified)	97	-1	91	0	101	0	-5	-4
CN(C)c1cccc2c(/C=N/O)ccc(N(C)C)c12	104	-1	98	12	100	-11	-4	-1
CCOc1ccc(NC(=S)c2ccc3ccccc3n2)cc1	104	-17	95	34	97	-2	2	-26
Cc1cc(C(=O)NNC(=O)c2cccc(C(F)(F)F)c2)no1	98	-2	102	0	91	-3	10	4
Cn1c(-c2c(N)n(-c3ccccc3)c3nc4ccccc4nc23)nc2ccccc21	99	-6	99	15	89	4	0	-23
Cc1ccc(NC(=O)[C@H](Cc2ccccc2)NC(=O)[C@@H]2Cc3ccccc3CN2)c(C)c1	104	2	95	2	102	-7	-1	4
CC1(C)CC(NC(=O)Cc2ccccc2)CC(C)(C)N1	87	8	79	0	94	-11	-3	1
O=C(CC1CCCCC1)NCc1cn2ccsc2n1	102	6	92	1	96	5	9	0
CCN(C[C@H]1N[C@@](C)(C(=O)OC)[C@H]2C(=O)N(C)C(=O)[C@@H]12)S(=O)(=O)c1ccc(OC(F)(F)F)cc1	105	15	108	0	102	/	/	-4
Cn1c(N)c(C(=O)COC(=O)c2cccs2)c(=O)n(C)c1=O	273*[may fluoresce violet]	2	60[may fluoresce violet]	1	64[may fluoresce violet]	1	2	4
CC(C)NC(=O)NC(=O)COC(=O)c1ccc([N+](=O)[O-])cc1Cl	99	7	96	2	98	-2	-10	-2
CCc1ccccc1Nc1nc2ccccc2n1C(C)C	101	3	100	0	95	2	-1	-4
O=C(Cn1cnc2ccccc21)OCC(=O)N1CCc2ccccc2C1	99	4	88	3	102	-1	-14	3
CS(=O)(=O)c1ccc(C(=O)Nc2ccc(-c3nc4ccccc4[nH]3)cc2)cc1	103	-10	91	15	97	11	18	-18
Oc1ccccc1-c1nc2c3ccccc3c3ccccc3c2[nH]1	119	9	104	53*	94	6	-1	-9
Fc1ccccc1-c1[nH]ncc1-c1nnnn1-c1ccccc1	110	4	108	-2	106	1	-12	3
CC(=O)c1ccc(OC(C)C(=O)OCC(=O)NCCc2ccccc2)cc1 (stereo unspecified)	104	1	94	1	98	/	-8	1
O=S(=O)(c1cc(Cl)ccc1Cl)N1CCCCC1	108	-6	94	1	105	-8	-7	0
CCOc1cc(/C=C2\C(=O)N(CCC#N)N=C2C)ccc1OCC(N)=O	95	-14	98	0	96	2	16	-6
O=C(c1ccc(N2CCOCC2)cc1[N+](=O)[O-])N1CCOCC1	93	5	92	0	96	-10	-6	8
COc1cccc(C(=O)N/N=C(\C)c2cccc(NC(=O)c3ccc(F)cc3)c2)c1OC	106	3	114	4	104	-6	0	5
COc1ccc(C2C3=C(CCCC3=O)Nc3nc(C(F)(F)F)nn32)cc1OC (stereo unspecified)	110	14	101	-1	103	0	2	-5
CC1=C(C)[N+](=O)C2(O)CCCCC2(C)N1[O-] (stereo unspecified)	99	11	102	8	101	-6	-11	-8
Cc1cccc(NC(=O)Nc2cccc3ccccc23)c1	93	-7	102	4	101	5	-4	-8
COc1cccc(CNC(=O)C2CC(=O)N(C3CCCCC3)C2)c1 (stereo unspecified)	107	-2	106	2	109	-3	-1	2
COC(=O)c1ccccc1NC(=O)CS(=O)(=O)Cc1nc(-c2ccc(C)cc2)oc1C	101	4	108	1	100	3	-1	-6
COc1ccc(C(=O)Nc2cccc3c2CCCC3)cc1OC	96	11	96	5	97	-6	-12	1
Oc1c(C(c2ccc(F)cc2)N2CCc3ccccc3C2)sc2ncnn12 (stereo unspecified)	103	-21	123	96*	112	2	-2	-14
Cc1oc(/N=C/c2cccc([N+](=O)[O-])c2)c(C#N)c1C	105	3	90	1	105	-3	2	4
CS(=O)(=O)N1CCc2nc(-c3ccccc3)sc2C1	105	2	97	1	102	5	-11	15
COc1ccc(OCC(=O)NNC(=O)c2ccc3c(=O)n4c(nc3c2)CCC4)cc1	102	12	103	9	105	-3	-8	10
CCCNC(=O)NC(=O)CSc1nnc(C)n1N	99	11	94	0	91	-12	-8	6
CN(CC(=O)Nc1cccc(F)c1)C(=O)COc1cccc2c1OC(C)(C)C2	?	5	?	-1	?	2	9	4
O=C1CC(c2ccccc2)CN1C(=O)c1ccccc1 (stereo unspecified)	105	3	109	15	101	-8	-7	4
CCOC(=O)C1CCCN(C(=O)CSCc2ccccc2)C1 (stereo unspecified)	99	0	93	3	95	-1	-1	-6
O=C(COc1ccc(S(=O)(=O)N2CCCC2)cc1)N1CCCCC1	98	-5	92	-2	103	-11	5	-5
O=C(Nc1ccc2c(c1)nc1n2CCCCC1)c1cc(S(=O)(=O)N2CCOCC2)ccc1Cl	99	1	91	-2	92	11	-4	7
COc1cccc(NC(=O)N2CCCC2C(=O)NCC(C)C)c1 (stereo unspecified)	100	-1	106	2	107	0	-2	-1
CCOC(=O)CSCC(=O)Nc1ccc(S(=O)(=O)N2CCCCC2)cc1	107	9	101	3	98	7	-11	5
CCOc1ccc2nc(NS(=O)(=O)Cc3ccccc3)sc2c1	107	12	109	0	99	8	-12	-1
OCCNc1cc(Cl)ncn1	100	-2	113	0	99	-3	12	0
CCC(=O)N1CCc2cc(S(=O)(=O)CCC(=O)NC3CCCCC3)ccc21	118	6	80	0	65	-3	-2	-3

Later entries.
SMILES	MEP2-GFP yeast	proCasp7 act	LAP4 TOR yeast	AHR act	RPL19A-GFP yeast	EBNA-1 inhibitor	ZTA counter	procasp3 activ
N=C1C=CC=C2C1=NC1(CCCCC1)N2O	97	-14	93	1	96	-10	-12	-6
CCC(C)NC(=O)c1cccc(OCc2c(C)noc2C)c1 (stereo unspecified)	98	3	84	1	96	7	3	0
CSCCC(NC(=O)c1cccc([N+](=O)[O-])c1)C(=O)OCC(=O)N1CCCC1=O (stereo unspecified)	92	0	88	0	89	6	-9	10
O=C(CN1CCN(c2ncccn2)CC1)Nc1ccccc1C(F)(F)F	101	5	97	-1	100	0	-15	9
C/C(=N\NC(=O)Cc1cccn1C)c1ccc([N+](=O)[O-])cc1	90	-2	106	4	95	0	-8	-2
CCOC(=O)c1cc(-c2ccc(C)o2)nn1CCC#N	101	4	97	1	92	-23	-3	8
COC(=O)C1=C(C)N(C)C(=O)NC1c1cccc2ccccc12 (stereo unspecified)	108	8	101	1	101	-4	-3	-3
Cc1nn(C(C)C(=O)NCCCN2CCCCCC2)c(=O)c2cc3sccc3n12 (stereo unspecified)	104	0	95	1	95	-22	-4	-2
COc1ccc2oc(-c3ccccc3[N+](=O)[O-])cc(=O)c2c1	96	14	110	42	99	-9	-2	1
Cc1oc(-c2ccc(Cl)cc2)nc1CN1CCC(C(=O)NCC2CCCO2)CC1 (stereo unspecified)	111	8	104	1	100	5	9	12
NCCCC[C@@H](C(=O)N1CCNCC1)n1cc(CCC(=O)O)nn1	106	-2	100	2	105	14	3	-2
COCCCNC(=O)C1CC(=O)N(CCc2ccc(F)cc2)C1 (stereo unspecified)	94	7	98	2	103	7	-1	5
COCCn1c(=NC(=O)c2ccc(S(=O)(=O)N3CCc4ccccc4C3)cc2)sc2cc(S(N)(=O)=O)ccc21	139	-3	110	0	101	-5	-22	9
CC(NC(=O)[C@H](C)NC(=O)C1CC(=O)N(c2ccc3c(c2)OCO3)C1)c1ccccc1 (stereo partly specified)	103	-4	94	5	97	-20	0	-2
COc1ccc(OC)c(S(N)(=O)=O)c1	103	-1	94	-3	92	-3	1	4
CCOC(=O)Cn1nc(C)c(NC(=O)c2ccc(Cl)c([N+](=O)[O-])c2)c1C	99	0	102	0	106	9	-12	-5

An excerpt from above in order of their number in EBNA-1 inhibitor, smallest number first:
smiles	MEP2-GFP yeast	LAP4 TOR yeast	AHR act	RPL19A-GFP yeast	EBNA-1 inhibitor	procasp3 activ
CCOC(=O)c1cc(-c2ccc(C)o2)nn1CCC#N	101	97	1	92	-23	8
COc1ccc(OC)c(S(N)(=O)=O)c1	103	94	-3	92	-3	4
CSCCC(NC(=O)c1cccc([N+](=O)[O-])c1)C(=O)OCC(=O)N1CCCC1=O (stereo unspecified)	92	88	0	89	6	10
COCCCNC(=O)C1CC(=O)N(CCc2ccc(F)cc2)C1 (stereo unspecified)	94	98	2	103	7	5
CCOC(=O)Cn1nc(C)c(NC(=O)c2ccc(Cl)c([N+](=O)[O-])c2)c1C	99	102	0	106	9	-5
